DAGLB inhibitor: diacylglycerol lipase beta (human) inhibition; Q8NCG7; HEK293T DAGLB membrane lysate, EnzChek fluorogenic substrate; inhibition, % at 5.17 µM; 340,000 compounds, 0.059% hits; AID 504411; in the data active means inhibition above about 34%;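 further: 0% = enzyme with vehicle and 100% = wells lacking enzyme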
OPRM1-OPRD1 ag: agonists of human mu-delta opioid receptor heterodimerization | AID 504326 | cells, OPRM1-OPRD1 heterodimerization, luminescence | 340,000 compounds, 0.3% hits | activation, % at 9.3 µM; in the data active means activation above about 18%;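 further: 0% = vehicle-treated cells and 100% = reference agonist; values of inactives mirror those of a sister screen read the other way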
Target sequence (P35372 whole entry, looked up): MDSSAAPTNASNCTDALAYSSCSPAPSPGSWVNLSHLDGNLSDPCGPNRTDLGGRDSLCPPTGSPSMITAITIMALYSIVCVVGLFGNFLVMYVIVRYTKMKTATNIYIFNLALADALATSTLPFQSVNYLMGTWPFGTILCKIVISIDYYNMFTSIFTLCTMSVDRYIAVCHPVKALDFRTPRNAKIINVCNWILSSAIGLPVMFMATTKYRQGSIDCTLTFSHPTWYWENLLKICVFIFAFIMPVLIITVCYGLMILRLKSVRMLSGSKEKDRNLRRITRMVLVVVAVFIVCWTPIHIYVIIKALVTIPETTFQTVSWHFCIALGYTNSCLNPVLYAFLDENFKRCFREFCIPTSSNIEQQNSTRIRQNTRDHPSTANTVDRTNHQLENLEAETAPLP
Target sequence (P41143 whole entry, looked up): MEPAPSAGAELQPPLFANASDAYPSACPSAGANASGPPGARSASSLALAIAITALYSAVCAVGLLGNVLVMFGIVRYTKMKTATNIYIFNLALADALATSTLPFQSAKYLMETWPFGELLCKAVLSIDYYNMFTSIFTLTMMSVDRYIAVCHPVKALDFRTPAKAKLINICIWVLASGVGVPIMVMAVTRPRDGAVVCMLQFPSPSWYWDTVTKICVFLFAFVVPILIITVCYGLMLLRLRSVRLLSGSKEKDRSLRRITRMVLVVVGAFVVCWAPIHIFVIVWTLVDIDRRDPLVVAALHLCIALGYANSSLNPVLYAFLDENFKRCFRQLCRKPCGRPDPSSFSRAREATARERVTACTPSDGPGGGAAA
V-ATPase pH: alters yeast V-ATPase proton transport; response, % at 10 µM; AID 504577; 350,000 compounds, 0.37% hits; S. cerevisiae, pHLuorin cytosolic pH fluorescence; in the data active means response mostly above about 7.3%, no sharp cut-off; inactive means mostly below about 5.4%; further: actives read high; inactives centre near 0; some compounds called inactive have numbers as strong as hits; reference of the scale not given here
DSG3 Ab inh: blocks pemphigus antibody binding to human desmoglein-3; AID 588358; DSG3-coupled beads, scFv-anti-DSG3-GFP binding, flow cytometry; active compounds read low; P32926; binding (percent of control), % at 10 µM; 310,000 compounds, 0.48% hits;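 active means binding more than 3 SD below its plate's average and above zero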;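 further: hits lower antibody fragment binding to DSG3; some compounds called inactive have numbers as strong as hits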
PKA-R1A act: PKA-R1A complex activation; PKA-R1A dissociation, Cy5-IP20 fluorescence polarization; scaled: DMSO 0%, 113 µM cGMP 100%; P00514+P68181; AID 504707; activation, % at 11.4 µM; 340,000 compounds, 0.083% hits;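 active means percent activation above the mean of all tested compounds plus 3 SD, cut at about 19% in these data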;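 further: higher means more PKAc released from R1A so a rise in polarization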
PKA-R2B activ: activators of human PKA-R2B complex; P22694+P31323; 340,000 compounds, 0.079% hits; activation, % at 11.4 µM; PKA-R2B holoenzyme dissociation, Cy5-IP20 fluorescence polarization; R2B truncated from residue 108, S112A mutant; 0% DMSO only, 100% 113 µM cGMP;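 active means activation above a cutoff set at the mean over all compounds plus 3 SD, cut at about 18% in these data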;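 further: higher means more holoenzyme dissociation and a rise in polarization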
HTR5A ag ctr: counter-screen for OPRM1-OPRD1 agonists: human HTR5A agonism; P47898; HTR5A agonist assay, luminescence, cell-based; activation, % at 9.3 µM; 340,000 compounds, 0.61% hits; AID 504692; in the data active means activation mostly above about 9.5%, no sharp cut-off; inactive means mostly below about 7.6%;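 further: 0% = cells with vehicle only and 100% = reference agonist; strong numbers were not always called active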
MOR-DOR inv ag: inverse agonists of human mu-delta opioid receptor heterodimerization; cell-based MOR-DOR heterodimer luminescence, inverse agonism; 340,000 compounds, 0.21% hits; inhibition, % at 9.3 µM; P35372+P41143; in the data active means inhibition above about 22%, passing the limit was not always enough;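 further: 0% = cells with DMSO and 100% = wells without cells with DMSO; values of inactives mirror those of a sister screen read the other way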
Arrestin-AP2 inh: inhibitors of human beta-arrestin and AP2 interaction; FITC-arrestin peptide / GST-AP2 beads, flow cytometry; AP2 beta2 appendage carries R879A mutation; inhibition, % at 10 µM; 340,000 compounds, 0.31% hits; AID 504490;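 active means inhibition above a set limit, near 3 SD of compounds lacking own fluorescence, cut at about 54% in these data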;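 further: plate controls were DMSO wells for no effect and 5 µM unlabelled arrestin peptide for full effect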
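test system = AP2 appendage R879A on GSH beads | buffer or medium = PBS plus Tween 20 (0.05%) and BSA (0.1%) | incubation = 12 min plus 1 h, RT | detection = bead flow cytometry, FITC channel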
HTR5A inv ctr: counter-screen for OPRM1-OPRD1 inverse agonists: human HTR5A inverse agonism | 340,000 compounds, 0.083% hits | inhibition, % at 9.3 µM | HTR5A cell line, luminescence; in the data active means inhibition mostly above about 23%, no sharp cut-off; inactive means mostly below about 18%;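 further: 0% = cells with DMSO and 100% = no-cell wells with DMSO; some compounds called inactive have numbers as strong as hits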
* = called active by the depositor; · = no result given.

SMILES | DAGLB inhibitor | OPRM1-OPRD1 ag | V-ATPase pH | DSG3 Ab inh | PKA-R1A act | PKA-R2B activ | HTR5A ag ctr | MOR-DOR inv ag | Arrestin-AP2 inh | HTR5A inv ctr
COc1ccc(S(=O)(=O)NCCc2cn3cccc(C)c3n2)cc1OC | 3 | -2.5 | -1 | 102 | -11 | 1 | 6 | 14 | -9 | 11
COc1ccccc1CNC(=O)CCS(=O)(=O)c1cccs1 | -6 | 5.8 | -6 | · | 5 | -1 | 6 | -34 | 3 | -30
Cc1ccc(/C(O)=C2\C(=O)C(=O)N(C)C2c2ccc(Br)cc2)cc1 (configuration not stated) | 2 | -2.3 | 1 | 115 | -5 | 4 | -3 | 11 | 37 | 9
S=C(NCCSCc1ccc(Cl)cc1)Nc1ccccc1 | -5 | 3.9 | -2 | 81 | 2 | -3 | 1 | -20 | 17 | 13
CCN(Cc1ccccc1)C1CCN(Cc2ccc(SC)cc2)CC1 | 0 | 0.7 | 0 | 105 | 2 | 7 | 2 | -4 | -6 | -4
Cc1cccc[n+]1CC(=O)Nc1cccc([N+](=O)[O-])c1 | -1 | 3.0 | -5 | 88 | 7 | -3 | 6 | -19 | 1 | -18
Cc1nc2cc(Cc3ccccc3)ccc2o1 | -1 | -1.8 | 0 | 94 | 6 | -7 | -3 | 8 | 11 | 10
COc1ccc(S(=O)(=O)Nc2ccc(CC#N)cc2)cc1 | 0 | -2.9 | -3 | 90 | -12 | -3 | 1 | 17 | 9 | -6
CCOC(=O)CSc1c(-c2cccs2)[nH]c2ccccc12 | -1 | 14 | 3 | 98 | -13 | -8 | 4 | -87 | -11 | -12
Nc1nc(SCc2ccccc2[N+](=O)[O-])c2ncn(Cc3ccccc3)c2n1 | 1 | -3.2 | 0 | 130 | -10 | -10 | 2 | 16 | -18 | -8
CC1CCCCC1NC(=O)COC(=O)CNC(=O)c1cccc(F)c1 (configuration not stated) | -1 | -0.8 | 3 | 109 | 0 | -8 | -6 | 4 | -7 | -4
Cn1c2ccccc2c(=O)c2c(=O)n(C3CCCCCC3)c(C3CCCCC3)nc21 | 3 | 1.1 | 0 | 103 | -9 | -12 | 0 | -7 | -19 | -2
c1ccc2c(c1)ncn2CCN1CCCCC1 | 2 | · | 0 | 110 | 3 | -5 | · | · | 22 | ·
CCCN(CC(=O)Nc1cc(Cl)cc(Cl)c1)CC(=O)Nc1ccc(F)c(F)c1F | -3 | 2.8 | 6 | 102 | -4 | -16 | 9 | -15 | -5 | -3
O=c1nc(Nc2cccc(Cl)c2)oc2cc(Cl)oc(=O)c12 | 9 | -3.2 | -1 | 106 | -6 | -9 | 3 | 15 | 0 | -10
CCN(C[C@H]1N[C@@](Cc2ccccc2)(C(=O)OC)[C@H]2C(=O)N(C)C(=O)[C@@H]12)C(=O)Nc1ccc(C(F)(F)F)cc1 | 1 | -2.0 | 1 | 104 | -5 | 16 | 3 | 10 | 6 | -11
OC1CCN(Cc2nc(Cc3ccccc3Cl)no2)CC1 | -2 | 1.3 | -2 | 85 | -6 | -18 | 0 | -10 | 10 | 1
CC(=O)c1ccc(OCc2ncc(C(F)(F)F)cc2Cl)cc1 | -2 | 1.7 | 0 | 104 | -7 | -9 | 2 | -9 | 23 | 15
COc1cccc2c1c(NC(=O)c1cc(C)on1)nn2C | 2 | -0.5 | -1 | · | -2 | -1 | 1 | 2 | 23 | -1
NC(=O)CC(NC(=O)c1ccccc1)c1ccc(NC2CCCCC2)c([N+](=O)[O-])c1 (configuration not stated) | 10 | 1.8 | 1 | 102 | 0 | 11 | 16 | -10 | 1 | 9
COc1ccc(S(=O)(=O)N2CCCCCC2)cc1 | -1 | -1.5 | 2 | 97 | 7 | 11 | 1 | 7 | 12 | -2
Cn1ncc(Br)c1C(=O)NC1CCCCCC1 | -3 | -0.6 | 1 | 105 | 7 | -10 | 4 | 4 | 1 | -17
CCOC(=O)c1[nH]c(=O)[nH]c1CNc1ccccc1C#N | 0 | -0.7 | 0 | 94 | 13 | 13 | 1 | 3 | -1 | 0
Cc1ccc(C(=O)CSc2cnc3ccccc3n2)cc1C | -19 | 4.4 | 3 | 94 | -4 | -15 | 1 | -22 | 3 | -2
COc1ccc(Nc2nc3ccccc3n3nnnc23)cc1 | 0 | 2.8 | -1 | 104 | 1 | 12 | 2 | -15 | 13 | -11
COc1ccc(S(=O)(=O)N(C)CC(=O)Nc2c(F)cccc2F)cc1 | -2 | -1.6 | -2 | 128 | -4 | -10 | 2 | 10 | -3 | 5
CC(C)(Cc1nc2ccccc2[nH]1)C(=O)O | 2 | 0.2 | 2 | 101 | -11 | -6 | -7 | -1 | 16 | 31
O=C(Nc1ccc(S(=O)(=O)Nc2ccccc2)cc1)C1CC1 | -3 | -0.8 | -2 | 108 | 4 | 3 | -2 | 4 | 1 | 5
Cc1ccc(-n2c(C)cc(/C=N/Nc3ccc([N+](=O)[O-])cn3)c2C)c(C)c1 | -4 | 1.6 | -1 | 84 | -3 | -7 | -2 | -9 | -3 | 6
COc1ccc(OCC(=O)Nc2cccc(-c3nc4ccccc4o3)c2)cc1 | -10 | 2.6 | 6 | 104 | -1 | -7 | 9 | -13 | 4 | 8
COc1cc(/C=C2/SC(=S)N(CC(=O)Nc3cccnc3)C2=O)cc(OC)c1OC | -2 | 3.6 | 0 | 114 | -5 | -18 | 1 | -20 | -7 | -35
Cc1nc2ccccc2n1CCCOc1ccccc1 | 1 | -1.6 | -3 | 70 | -15 | 6 | 1 | 9 | 22 | 4
CCc1ccccc1NC(=O)Cc1cn(C)c2ccccc12 | 1 | -1.9 | 2 | 81 | -2 | -9 | 2 | 12 | -9 | -9
CN1CCN(S(=O)(=O)c2ccc(=O)[nH]c2)CC1 | 0 | -3.6 | -2 | 100 | -7 | 1 | -1 | 18 | 4 | 10
Cc1nnc(NC(=O)CSc2nc(C(C)C)nc3ccccc23)s1 | 3 | -3.1 | 1 | 100 | 5 | 3 | 1 | 18 | 19 | 13
Cc1cccc(-n2ncc3c2CCCC3NC(=O)CN2CCOC2=O)c1C (configuration not stated) | -2 | -0.8 | -4 | 95 | -5 | -11 | 0 | 5 | 7 | -35
COc1ccc(N=C2CCCN2CC(N)=O)cc1 | -1 | -2.0 | 6 | · | 6 | 11 | 2 | 8 | 0 | -4
CC1CC(C)CN(C(=O)c2ccc3c(c2)OCCO3)C1 (configuration not stated) | -1 | -3.6 | 2 | 107 | 1 | -5 | 0 | 14 | -5 | -10
CC1C(=O)N(Cc2ccccc2)c2ccccc2N1C(=O)c1ccccc1 (configuration not stated) | -4 | -1.1 | -1 | 101 | 10 | 5 | 0 | 5 | -11 | -2
CCOC(=O)c1ccc(NC(=O)N2CC(C)OC(C)C2)cc1 (configuration not stated) | -2 | 0.3 | -2 | 106 | -10 | -2 | 3 | -1 | 8 | 0
Cc1ccc(C)c(S(=O)(=O)Nc2nc(C)c(C(=O)Nc3ccccc3)s2)c1 | 8 | -0.4 | 1 | 105 | -2 | -11 | -2 | 2 | -4 | 5
CCCC(=O)Nc1cc(C(F)(F)F)ccc1N1CCOCC1 | -2 | -0.4 | 4 | 106 | -3 | -4 | -3 | 2 | -8 | 9
CCOc1cc(N2CCOCC2)c(OCC)cc1NC(=O)c1ccc(OC)c(S(=O)(=O)N2CCOCC2)c1 | -3 | -0.2 | -4 | 98 | 4 | -2 | -1 | 1 | -12 | 4
O=C(Nc1ccsc1C(=O)O)c1ccccc1Cl | -5 | -4.6 | -1 | 97 | -10 | -14 | 0 | 21 | 36 | -1
CCCC(=O)Nc1nnc(SCC(=O)Nc2ccc(OCC)cc2)s1 | -4 | · | · | 96 | -11 | -4 | · | · | · | ·
O=C(NC1CCS(=O)(=O)C1)C1CCCC1 (configuration not stated) | 1 | -1.0 | 6 | 100 | 1 | -12 | 3 | 7 | -3 | -10
C[C@]12c3[nH]c4cc(-c5ccco5)ccc4c3CCN1C(=O)[C@@H](CC(=O)NCCCn1ccnc1)C[C@@H]2C(=O)N1CCCCC1 | 2 | -4.4 | 0 | 103 | -2 | -10 | -4 | 22 | 7 | 14
CC1(C)Cc2c(cnn2-c2ccccc2)C(=O)/C1=N\NC(=O)c1ccccc1N | 2 | -3.0 | -6 | 89 | -10 | -10 | 4 | 17 | 4 | 13
O=C(Nc1cccnc1)c1cc(-c2ccccc2O)on1 | 1 | -1.6 | 0 | 101 | -5 | -4 | 1 | 8 | 3 | 12
CC(=O)Nc1nnc(C2=COCCO2)o1 | 1 | -1.4 | 0 | 116 | -7 | -1 | 3 | 7 | -14 | -18
Cc1ccc(-c2nnn(CC(=O)N(Cc3cccs3)C(C(=O)NC(C)(C)C)c3ccco3)n2)o1 (configuration not stated) | 0 | 0.2 | -1 | 96 | -7 | -6 | -3 | -1 | 0 | -24
O=c1c2cc3c(cc2[nH]c(=S)n1CCN1CCOCC1)OCO3 | 1 | -3.1 | -2 | · | -4 | -2 | -2 | 15 | -1 | 6
COc1ccc(CCNC(=O)C(=O)NCC2CCCN2S(=O)(=O)c2cccs2)cc1 (configuration not stated) | 3 | -0.2 | -7 | 106 | -13 | -16 | -5 | 1 | 11 | 13
Cn1ncc2c(Nc3ccc(Cl)cc3)ncnc21 | 4 | -1.4 | -1 | · | -3 | 6 | 0 | 7 | -4 | -41
CC1(C)Oc2cc3oc(-c4cc(O)cc(O)c4)cc3cc2CC1O (configuration not stated) | -5 | -0.9 | 0 | 105 | -10 | 1 | 6 | 4 | -5 | 12
COc1ccc(S(=O)(=O)N2CCCC2)cc1C(=O)O | -2 | -0.5 | -3 | 101 | 1 | 4 | 1 | 2 | -5 | -4
CCOc1c(CNCCN2CCOCC2)cccc1OC | 0 | 1.5 | -2 | 98 | -3 | 6 | 6 | -8 | 10 | 1
CC1CCC(=NNC(=O)Cc2ccccc2)CC1 (configuration not stated) | -1 | -0.7 | -2 | 87 | 0 | -4 | 6 | 4 | -5 | -3
O=c1c2ccccc2nnn1CSc1nc2ccccc2c(=O)n1Cc1ccco1 | 1 | -0.3 | -5 | 105 | -4 | -4 | 0 | 2 | 12 | 1
Cc1ccc(/C=C2/SC(=S)N(CC(=O)Nc3ncc(Cc4ccc(C)cc4)s3)C2=O)cc1 | -1 | -3.0 | 2 | 101 | 6 | 7 | 4 | 15 | 26 | -11
CC(=O)OC(C)(CCC(C)(OC(C)=O)C(C)=O)C(C)=O (configuration not stated) | 2 | -3.0 | -1 | 109 | 2 | -13 | 8 | 14 | 4 | -20
CCC(COC)NC(=O)CCc1nnc(Cc2c[nH]c3ccccc23)o1 (configuration not stated) | 1 | -0.6 | -2 | 104 | -11 | -3 | -3 | 3 | -1 | 10

Assay outcomes (PubChem)
